Screening data deposited in PubChem by National Center for Advancing Translational Sciences (NCATS).
GLP1R cytotox: qHTS of GLP-1 Receptor Inverse Agonists: Cytotox Screen. HEK293 cAMP-luciferase reporter cells, luminescence, 24 h. Potency, µM (series often up to 38.3 µM), without a hit: at the highest dose activity change, negative = inhibition, actives largely listed as inhibitors. hit rate 0.13% among 410,000. AID 624418, 2012;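 further: loss of luciferase light is scored as toxicity; on the % scale 0 is the no-effect control and ±100 the full control effect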
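Compound-treated cells are incubated 24 hr at 37 deg C under 5% CO2 after a 12 hour attachment period, then luciferase detection reagent is added and luminescence is measured following 12 min at room temperature; lowered signal indicates toxicity.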
TDP-43 yeast inh: qHTS of TDP-43 Inhibitors; hit rate 1.8% among 410,000; Potency, µM (top dose mostly 46.1 µM), for inactives: top-dose growth rescue (activation), usual class: activators; TDP-43 expressing yeast growth rescue, BacTiter-Glo, 24 h; further: % of control where 0% means no effect; nearly all actives have a fitted effect of over 50% in size
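Cell-based yeast growth screen: TDP-43 expression induced in galactose, inoculum OD600=0.02 after raffinose pregrowth to mid-log. Read-out BacTiter-Glo luminescence at 24 hr, 30 deg C; inhibition of toxicity seen as signal increase.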
GLP1R ag: qHTS of GLP-1 Receptor Agonists; Glucagon-like peptide 1 receptor (Homo sapiens), P43220; HEK293 GLP-1R CRE-luciferase, luminescence, 4-6 h; cells express a hypersensitive GLP-1R form; Potency, µM (titrated, usually from 45.6 µM), without a hit: top-dose activation, actives largely listed as activators; hit rate 0.007% among 380,000; AID 624172, 2012; further: % of control where 0% means no effect
Target sequence (P43220 whole entry, looked up): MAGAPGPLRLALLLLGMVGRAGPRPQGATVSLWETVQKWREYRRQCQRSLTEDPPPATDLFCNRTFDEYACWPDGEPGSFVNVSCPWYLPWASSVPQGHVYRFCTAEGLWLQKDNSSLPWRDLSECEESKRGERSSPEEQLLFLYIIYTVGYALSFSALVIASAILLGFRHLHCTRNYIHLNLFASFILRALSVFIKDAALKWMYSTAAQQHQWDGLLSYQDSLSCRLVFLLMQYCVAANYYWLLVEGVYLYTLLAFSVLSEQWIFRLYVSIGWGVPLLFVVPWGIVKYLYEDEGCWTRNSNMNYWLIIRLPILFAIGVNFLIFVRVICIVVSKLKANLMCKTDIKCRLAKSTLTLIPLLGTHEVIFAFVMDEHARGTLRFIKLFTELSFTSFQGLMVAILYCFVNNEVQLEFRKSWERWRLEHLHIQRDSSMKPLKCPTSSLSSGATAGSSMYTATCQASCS
KB-3-1 cytotox: qHTS assay for MDR1-selective chemotherapeutics: Primary screen using the parental adenocarcinoma cell KB-3-1; KB-3-1 viability, CellTiter-Glo ATP luminescence, 72 h; Potency, µM (series often up to 46.1 µM), without a hit: top-dose activity change, negative = cytotoxic, hits mostly cytotoxic; hit rate 1.4% among 400,000; further: on the % scale 0 is the no-effect control and ±100 the full control effect; nearly all actives have a fitted effect of over 60% in size
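Multi-concentration cytotoxicity screen in KB-3-1 cells grown in DMEM lacking phenol red with 10% FBS. After 72 h at 37 °C with compound, ATP-dependent luminescence was recorded.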
SW480 rerep: A quantitative high throughput screen for small molecules that induce DNA re-replication in SW480 colon adenocarcinoma cells | SW480 DNA re-replication, Hoechst DNA content imaging, 48 h | Potency, µM (doses to about 46.1 µM), for the others: top-dose re-replication activation, most hits filed as activators | hit rate 1.8% among 340,000 | AID 624297, 2012; further: % of control where 0% means no effect; nearly all actives have a fitted effect of over 55% in size
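Image-based DNA-content assay: after two days of treatment, nuclei were labelled with the DNA dye Hoechst and imaged, and hits were compounds raising the count of nuclei showing high fluorescence intensity.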
HT1080 IDH1KD tx: qHTS for induction of synthetic lethality in tumor cells producing 2HG: qHTS for the HT-1080-IDH1KD cell line | Potency, µM (series often up to 46.1 µM), inactives show top-dose activity, negative = toxicity, actives largely listed as cytotoxic | hit rate 2% among 360,000 | HT-1080 IDH1 knockdown viability, ATP luminescence, 48 h | AID 686971, 2013;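 further: 0% = DMSO wells and -100% = cell-free medium wells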
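HT-1080-IDH1KD cells (IDH1 knocked down), 750/well in RPMI with 5% FBS, treated with compound 48 h at 37 degrees C. Viability by CellTiter-Glo luminescence, normalised to DMSO and no-cell wells; concentration-response curves classed.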
GLP1R inv ag: qHTS of GLP-1 Receptor Inverse Agonists (Inhibition Mode); Potency, µM (titrated, usually from 38.3 µM), for the others: at the highest dose activity change, negative = inhibition, actives largely listed as inhibitors; HEK293 GLP-1R CRE-luciferase, luminescence, 24 h; GLP-1R form is constitutively active; Glucagon-like peptide 1 receptor (Homo sapiens), P43220; hit rate 1.6% among 410,000; AID 624417, 2012; further: on the % scale 0 is the no-effect control and ±100 the full control effect; nearly all actives have a fitted effect of over 55% in size
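qHTS in 1536-well format: reporter HEK293 cells expressing constitutive GLP-1R activity in DMEM + 10% Nu serum, 24 hr with compounds at 37 deg C, luminescence read after 12 min with detection reagent.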
KB-V1 cytotox: qHTS assay for MDR1-selective chemotherapeutics: Primary screen using the drug-selected MDR subline cells KB-V1; KB-V1 MDR cells viability, CellTiter-Glo, 72 h; Potency, µM (doses to about 46.1 µM), without a hit: at the highest dose activity change, negative = cytotoxicity, hits mostly cytotoxic; hit rate 3.4% among 400,000; AID 1347076, 2019; further: on the % scale 0 is the no-effect control and ±100 the full control effect; nearly all actives have a fitted effect of over 60% in size
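qHTS viability screen in drug-selected KB-V1 MDR cells: 72 h compound treatment at 37 degrees C, ATP luminescence end point.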
HT1080-NT tox: qHTS for induction of synthetic lethality in tumor cells producing 2HG: qHTS for the HT-1080-NT fibrosarcoma cell line. HT-1080-NT fibrosarcoma viability, CellTiter-Glo ATP luminescence, 48 h. AID 686970, 2013. hit rate 1.6% among 360,000. Potency, µM (series often up to 46.1 µM), inactives show at the top dose activity, negative = less viability, hits mostly cytotoxic;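 further: NT is the 2HG producing partner of a matched IDH1 knockdown line; 0% = DMSO-treated cells and -100% = media-only wells without cells; nearly all actives have a fitted effect of over 55% in size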
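HT-1080-NT; 750 cells/well; 5% FBS RPMI; 48 h compound, 37 degrees C; CellTiter-Glo luminescence; curve fitting and curve-class assignment.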
Active calls of the source: *; ? = inconclusive; / = not tested or not shown; & = joins results of further samples; [ ] = another dose, or the depositor's remark. The call rests on the fitted dose curve; in most records, active means well fitted curve in the direction sought with a large enough effect; inconclusive means small, poorly fitted or top-dose-only effect, or another doubt; inactive means no such curve, though single readings can be large; an effect the other way counts as inactive or inconclusive. Potency means the concentration at half of the fitted maximal effect. Rows are unselected, and some 9.4% of all compounds hit somewhere here.

SMILES | GLP1R cytotox | TDP-43 yeast inh | GLP1R ag | KB-3-1 cytotox | SW480 rerep | HT1080 IDH1KD tx | GLP1R inv ag | KB-V1 cytotox | HT1080-NT tox
Cc1ccc(S(=O)(=O)N2[C@H](c3ccccc3)CC(=O)[C@@H]3CN(S(=O)(=O)c4ccccc4)[C@H](c4ccccc4)C[C@@H]32)cc1 | 5% | 19% | 3% | 0% | / | -5% | -23% | 21% | 23%
CC(=O)c1ccc(-n2c(CCC(=O)O)ccc2-c2ccc(C)cc2)cc1 | -14% | -12% | 11% | 4% | 0% | 5% | -16% | 22% | 0%
O=C(CCc1ccccn1)NC1CCCc2c1cnn2-c1ccc(F)cc1F (stereo not given) | -7% | 2% | 0% | ? | -4% | -9% | -7% | 21µM* | -18%
C/C(=N\OC(=O)c1c(-c2ccccc2Cl)noc1C)c1ccncc1 | 3% | 23% | 11% | -10% | 1% | -5% | -5% | -26% | 1%
Cn1nc(C(C)(C)C)cc1C(=O)N1CCCCC1c1cc(C(=O)NCc2ccccc2)no1 (stereo not given) | 0% | 10% | 7% | ? | / | ? | ? | 9.2µM* | -2%
CCOCc1nnc(NC(=O)C2CCN(C(=O)c3ccco3)CC2)s1 | 10% | -5% | 2% | 29% | -3% | 6% | 7% | -7% | 14%
Fc1ccc(OCc2nc3ccccc3s2)cc1 | -4% | -9% | 9% | 4% | ? | -9% | 8% | 5% | -13%
COc1ccc(/C=N/Nc2cc(C)nc(-n3nc(C)cc3C)n2)c(OC)c1 | ? | 27% | -7% | -16% | ? | 9.2µM* | 1.3µM* | ? | ?
C=Cc1ccc(Cn2c(C)c(C(=O)NCc3ccc(C#N)cc3)sc2=O)cc1 | 2% | 22% | 5% | ? | / | -27% | ? | 18µM* | -13%
CC1c2[nH]c3ccccc3c2C[C@H]2C(=O)N(CCCN(C)C)CC(=O)N12 (stereo not given in full) | 19% | 0% | -1% | -13% | 0% | 12% | ? | ? | 7%

In another format: 4 of the compounds above.
Each structure is followed by: GLP1R cytotox | TDP-43 yeast inh | GLP1R ag | KB-3-1 cytotox | SW480 rerep | HT1080 IDH1KD tx | GLP1R inv ag | KB-V1 cytotox | HT1080-NT tox
CC1c2[nH]c3ccccc3c2C[C@H]2C(=O)N(CCCN(C)C)CC(=O)N12 (stereo not given in full)
 : 19% | 0% | -1% | -13% | 0% | 12% | ? | ? | 7%
C=Cc1ccc(Cn2c(C)c(C(=O)NCc3ccc(C#N)cc3)sc2=O)cc1
 : 2% | 22% | 5% | ? | / | -27% | ? | 18µM* | -13%
CC(=O)c1ccc(-n2c(CCC(=O)O)ccc2-c2ccc(C)cc2)cc1
 : -14% | -12% | 11% | 4% | 0% | 5% | -16% | 22% | 0%
Fc1ccc(OCc2nc3ccccc3s2)cc1
 : -4% | -9% | 9% | 4% | ? | -9% | 8% | 5% | -13%

The listing continues.
SMILES | GLP1R cytotox | TDP-43 yeast inh | GLP1R ag | KB-3-1 cytotox | SW480 rerep | HT1080 IDH1KD tx | GLP1R inv ag | KB-V1 cytotox | HT1080-NT tox
CCCCn1c(=O)[nH]c(=O)c2c1nc(Cn1ncc(Cl)c(Cl)c1=O)n2CCC | -2% | -21% | -11% | 2.9µM* | ? | 12µM* | ? | -13% | 8.2µM*
O=S(=O)(c1ccc(F)cc1)N1CCN(Cc2nnc(-c3ccccc3)o2)CC1 | 1% | 11% | -2% | -7% | -31%[inhibitor] | -2% | -17% | -23% | -6%
CCOc1ccc(CN(C)C(=O)CNC(=O)C2CCCCC2)cc1OC | 0% | -7% | 5% | 5% | -3% | 9% | 8% | ? | 12%
CC(CN1CCC(O)CC1)c1ccccc1 (stereo not given) | 11% | 8% | -4% | -4% | 10% | 13% | -17% | 25% | 9%
Cc1cccc(C)c1NC(=O)CN(Cc1ccc(Br)cc1)S(=O)(=O)c1ccccc1 | -7% | 16% | / | -27% | / | / | ? | -25% | /
CCn1c(CC(=O)Nc2cccc(OC)c2)nnc1SCC(=O)N1CCN(c2ccccc2)CC1 | 0% | -6% | 4% | 4% | -13% | 7% | -4% | 13% | 1%
O=C(c1ccccc1CCc1ccccc1)N1CCOCC1 | 5% | 0% | -8% | 14% | -19% | 9% | -26% | 15% | 11%
Cn1c(=O)[nH]c(=O)c2c1nc(SCC(O)CO)n2CCCc1ccccc1 (stereo not given) | 2% | -7% | 25% | -10% | -6% | -3% | 26% | -6% | 10%
Cc1nn(-c2ccc(F)cc2)c(Cl)c1/C=C(\CCC(=O)O)c1nc2ccccc2s1 | 3% | -12% | -6% | 0% | -2% | 5% | -1% | -4% | 13%
CCc1ccc(S(=O)(=O)NC2CCCCNC2=O)cc1 (stereo not given) | 6% | 7% | -8% | -1% | -18% | 15% | 8% | 0% | 0%
CCC(C)[C@H]1CNC(=O)C(=O)N1CC1CCCCC1 (stereo not given in full) | / | ? | / | / | / | 11% | / | -11% | 5%
O=C(c1ccc(Cl)c(S(=O)(=O)NCc2ccco2)c1)N1CCN(c2ccc(F)cc2)CC1 | -23% | 1% | 0% | ? | -5% | -17% | ? | ? | -15%
O=C1CC(N2CCN(S(=O)(=O)c3ccccc3F)CC2)C(=O)N1c1ccc(F)cc1F (stereo not given) | -3% | -17% | 7% | 8% | -22% | 10% | -10% | ? | 19%
C=CCn1c(-c2ccc3ncccc3c2)n[nH]c1=S | -1% | 19% | -6% | 0% | ? | 5% | 16% | ? | 9%
Cc1cc(C)c(NC(=O)NC2CCCCC2)c(C)c1 | 0% | -10% | -4% | 5% | 11% | 14% | 5% | -27% | 12%
CCOC(=O)N1CCN(S(=O)(=O)c2ccc(C(=O)NNc3nc4ccc(Cl)cc4s3)cc2)CC1 | -27% | 0% | -6% | ? | ? | ? | ? | -1% | ?
CN(C)C(=S)N=c1ssc(=S)n1Cc1ccccc1 | ? | 20% | -2% | ? | 5.2µM* | 8.2µM* | ? | ? | 5.8µM*
CC[n+]1cc(C)ccc1/C=C/c1ccc(N(C)C)cc1 | ? | -2% | -4% | 1.8µM* | 10% | 7.3µM* | ? | 5% | ?
O=c1c(-c2ccc(Cl)cc2)[n+]([O-])c2ccccc2n1OCc1ccccn1 | -9% | -24% | -10% | 2% | -6% | 12% | 0% | ? | 5%
O=C(CCN1CCCCC1)N1CCc2c([nH]c3ccccc23)C1c1cccnc1 (stereo not given) | 0% | 11% | -5% | 11% | -4% | 12% | ? | ? | -5%
O=C(NCC1CCCO1)c1cccc(NS(=O)(=O)c2ccc(Br)cc2)c1 (stereo not given) | 14% | 11% | -6% | -18% | -83%[inhibitor] | -9% | 12% | 0% | -8%
Cn1c2ccccc2n2c(=O)c(=O)n(CC(=O)c3ccc(Cl)cc3)nc12 | 0% | 9% | -11% | 4% | -1% | 12% | 3% | -1% | 14%
CCN(CC)S(=O)(=O)c1cccc(-c2n[nH]c(=S)n2/N=C/c2ccc(OC)cc2)c1 | -7% | 16% | -2% | 10% | -2% | 8% | 6% | -4% | 10%
Cn1nc(-c2ccc(OCC(=O)Nc3ccccc3)cc2)c2ccccc2c1=O | -7%&-8% | 16µM* | 2% | -20% | -12% | -1% | 5%&65% | ? | 1%
Cn1c(SCC(=O)NNC(=O)c2ccccc2)nnc1C1CC1 | 3% | -11% | 2% | 0% | ? | 8% | 38%[activator] | 19% | 8%
COc1ccc(-c2nn(-c3ccccc3)cc2/C=N/Nc2ccc3ccccc3n2)cc1OC | 13µM* | 0% | 17% | -21% | 26µM* | -2% | ? | ? | -4%
CCN(CC)C(=O)c1cc2c(=O)n3ccccc3nc2s1 | 90%[activator] | 29% | 7% | -1% | -15% | -4% | 33%[activator] | 5% | 3%
O=C(COc1ccc(Cl)cc1Br)NCC(c1ccco1)N1CCCC1 (stereo not given) | ? | 2% | 9% | -7% | -4% | -13% | ? | 5.8µM* | -10%
NC(CSC12CC3CC(CC(C3)C1)C2)C(=O)O (stereo not given) | ? | 2% | 1% | 13% | -7% | 18% | -6% | 5% | -15%
C=CCn1c(SCc2ccccc2C#N)nnc1-c1ccccc1O | 4% | ? | 1% | 11% | -17% | 3% | -3% | ? | 9%
O=C(N/C(=C\c1cccc([N+](=O)[O-])c1)C(=O)N(CCO)CCO)c1ccco1 | 0% | -9% | 0% | 1% | 2% | -10% | 14% | -3% | 7%
Cc1cc(C(=O)C(C)Cl)c(C)n1Cc1ccco1 (stereo not given) | 7% | ? | 0% | -17% | -4% | -4% | 5% | -3% | -26%
COc1ccc(Cc2nnc(NC(=O)C3CCCO3)s2)cc1OC (stereo not given) | -9% | 4% | 5% | 14% | 0% | 2% | 19% | 15% | 12%
Nc1ccc(S(=O)(=O)Nc2nccc(/C=C/c3ccc(Cl)cc3Cl)n2)cc1 | -6% | -10% | 11% | 14% | ? | -3% | 60%[activator] | 21% | 2%
N#CC[n+]1cc(-c2ccc(Cl)cc2)n2c1CCC2 | 4% | -13% | -13% | 8% | -11% | 4% | 6% | 13% | 2%
COc1ccc(-c2csc(NC3OC(=O)c4c3ccc(OC)c4OC)n2)cc1OC (stereo not given) | 1% | 9% | 7% | 1% | 18% | 2.6µM* | ? | -4% | 2.1µM*
CCCN1CCN(C(=O)CN2C(=O)CC(C)(C)S(=O)(=O)c3ccccc32)CC1 | -9% | -16% | -2% | 12% | -7% | 12% | -17% | -2% | 6%
COc1ccc2c(CNCCc3cccs3)c(C(=O)O)n(Cc3cccc(F)c3)c2c1 | -1% | 21% | / | -20% | / | / | -19% | -8% | /
